Screening data: PubChem BioAssay, National Center for Advancing Translational Sciences (NCATS)
CBFb-RUNX1 inh = CBF-beta/RUNX1 interaction disruption; Potency, µM (highest dose often 59.8 µM), without a hit: top-dose activity, negative = inhibition, most hits filed as inhibitors; 230,000 tested, under 10 active; AID 1477; Q01196+Q13951; AlphaScreen CBFb-His/RUNX1-biotin binding, biochemical; note: % of control where 0% means no effect
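His-tagged CBF-beta and biotinylated RUNX1 (30 nM each) were premixed 20 min at room temperature, exposed to compound for 15 min, then given nickel-chelate and streptavidin AlphaScreen beads (50 ng each). After 90 min, AlphaScreen signal was read.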
aGal spleen mod = inhibitors or activators of human alpha-galactosidase in spleen homogenate | P06280 | Potency, µM (doses to about 80 µM), for the others: at the highest dose activity change, negative = inhibition, usual class: inhibitors | 0.008% of 240,000 active | human spleen homogenate, 4MU-alpha-Gal fluorescence, 40 min;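 note: potency is the fitted concentration of half-maximal effect; 0% = enzyme with vehicle and -100% = no enzyme basal signal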
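Human spleen homogenate (1 ug) as enzyme source, 4-methylumbelliferyl-alpha-D-galactopyranoside 1 mM final, citrate/phosphate pH 5.0 with 0.01% Tween-20. Compounds 40 min at 37C, NaOH/glycine stop; fluorescence Ex 365/Em 440, Hill-fit AC50.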
Tau fibril FP = tau fibrillization inhibition (FP); Potency, µM (highest dose often 57.7 µM), for inactives: at the top dose activity, negative = inhibition, actives largely listed as inhibitors; 0.39% of 280,000 active; K18 P301L tau heparin fibrillization, Alexa594 FP, 6 h; note: potency is the fitted concentration of half-maximal effect; % is set by controls: 0 for no effect and ±100 for the full control effect; nearly all actives have a fitted effect of over 55% in size
Target sequence (P10636 561-689 P618L limits assumed): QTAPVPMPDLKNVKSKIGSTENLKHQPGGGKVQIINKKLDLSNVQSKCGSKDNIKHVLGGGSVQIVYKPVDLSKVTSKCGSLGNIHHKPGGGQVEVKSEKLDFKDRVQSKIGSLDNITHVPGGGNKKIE
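Quantitative HTS format: compounds meet 15 uM recombinant K18 P301L tau and Alexa 594-tau tracer in 100 mM sodium acetate pH 7; 20 uM heparin triggers fibrillization at 37 C over 6 hr; FP gives the signal.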
TR SRC2 fluor cs = Texas Red fluorescence interference in TRb-SRC2 counter-screen. Potency, µM (titrated, usually from 106 µM), inactives show at the highest dose fluorescence change, negative = quenching. TRb/SRC2 Texas Red total fluorescence interference. AID 1479. 0.29% of 280,000 active; active = well fitted curve in either direction with a large enough effect; inconclusive = small, poorly fitted or top-dose-only effect; note: potency is the fitted concentration of half-maximal effect; % is set by controls: 0 for no effect and ±100 for the full control effect
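Human TRβ ligand-binding domain (0.6 uM) and Texas Red SRC2 peptide (20 nM) in Tris buffer with 1 uM T3 and 5% DMSO were incubated with pinned compound for 5 hr at ambient temperature. Total fluorescence was computed as S + 2P (555/632 nm).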
Epigenetic derep = derepresses silenced GFP reporter in murine cells; murine LDR cells, GFP reporter derepression, 30 h; Potency, µM (doses to about 53.9 µM), for inactives: at the highest dose GFP activation, most hits filed as activators; 0.2% of 280,000 active; note: potency is the fitted concentration of half-maximal effect; % of control where 0% means no effect; nearly all actives have a fitted effect of over 60% in size
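Reporter derepression read as number of fluorescent GFP-positive objects, 20-120 um in size, counted by laser-scanning cytometer. Mouse LDR line with an epigenetically silenced CMV-GFP locus; compound incubation 30 h, 37 C.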
NPSR antagonist = antagonists of human neuropeptide S receptor cAMP signaling. CHO-NPSR cells, cAMP TR-FRET, antagonist mode. Potency, µM (doses to about 38.3 µM), without a hit: at the highest dose activity change, negative = inhibition, actives largely listed as inhibitors. AID 1461. Q6W5P4. 1% of 220,000 active; note: potency is the fitted concentration of half-maximal effect; % is set by controls: 0 for no effect and ±100 for the full control effect; nearly all actives have a fitted effect of over 50% in size; many of its hits are not listed in these tables
Target sequence (Q6W5P4 whole entry, looked up): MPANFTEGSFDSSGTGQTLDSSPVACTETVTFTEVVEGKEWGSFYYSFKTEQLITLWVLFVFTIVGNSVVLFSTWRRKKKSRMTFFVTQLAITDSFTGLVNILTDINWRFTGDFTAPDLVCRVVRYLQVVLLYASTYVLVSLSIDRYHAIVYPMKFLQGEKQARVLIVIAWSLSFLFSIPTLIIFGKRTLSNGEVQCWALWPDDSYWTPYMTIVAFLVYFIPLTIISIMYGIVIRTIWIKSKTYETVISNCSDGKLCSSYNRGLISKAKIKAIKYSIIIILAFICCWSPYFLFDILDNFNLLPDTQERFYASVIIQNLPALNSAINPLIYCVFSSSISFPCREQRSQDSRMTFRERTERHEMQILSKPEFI
TRb SRC2 PPI = disrupts binding of human TR beta to SRC2 | TRbeta-SRC2 peptide binding, fluorescence polarization; receptor liganded with 1 µM T3 | Potency, µM (top dose mostly 106 µM), inactives show top-dose activity change, negative = inhibition, most hits filed as inhibitors | 0.065% of 280,000 active;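 note: potency is the fitted concentration of half-maximal effect; plate controls were bound peptide for no effect and peptide without receptor for full effect; nearly all actives have a fitted effect of over 50% in size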
Target sequence (P10828 whole entry, looked up): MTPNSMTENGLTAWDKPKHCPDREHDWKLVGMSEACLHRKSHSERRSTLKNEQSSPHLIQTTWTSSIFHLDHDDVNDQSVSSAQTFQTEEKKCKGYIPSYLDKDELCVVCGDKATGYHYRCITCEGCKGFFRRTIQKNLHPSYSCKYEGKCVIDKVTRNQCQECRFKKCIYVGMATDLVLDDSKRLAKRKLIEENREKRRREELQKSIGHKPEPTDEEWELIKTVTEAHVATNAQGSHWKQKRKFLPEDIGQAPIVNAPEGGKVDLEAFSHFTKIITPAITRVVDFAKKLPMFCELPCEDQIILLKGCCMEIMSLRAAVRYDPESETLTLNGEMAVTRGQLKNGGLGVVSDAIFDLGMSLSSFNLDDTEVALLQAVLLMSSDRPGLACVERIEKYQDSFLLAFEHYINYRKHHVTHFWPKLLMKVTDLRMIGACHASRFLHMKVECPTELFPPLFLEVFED
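TRb LBD 0.6 uM + Texas Red SRC2 peptide 20 nM, 1 uM T3, Tris buffer w/ 5% DMSO; compound pinned, 5 h RT; FP read ex 555/em 632; normalized to unbound and bound controls.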
Tau fluor counter = counter-screen for tau fibril formation inhibitors; tau K18 P301L Alexa594 fluorescence, heparin fibrillization; 0.93% of 280,000 active; AID 1463; Potency, µM (titrated, usually from 57.7 µM), for the others: at the highest dose activity change, negative = decrease; note: potency is the fitted concentration of half-maximal effect; % is set by controls: 0 for no effect and ±100 for the full control effect; nearly all actives have a fitted effect of over 55% in size
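Human tau K18 P301L (15 uM unlabeled, 0.24 uM Alexa 594-labeled) in 100 mM sodium acetate pH 7 with 20 uM heparin, 6 hr at 37 C. ThT 30 uM added, 1 hr ambient; Alexa 594 FP and total fluorescence read at 555/632 nm.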
Numbers without * were called inactive; ? = inconclusive; . = no result given; & = joins results of further samples; [ ] = another dose, or the depositor's remark. Unless noted, calls come from the whole dose curve; as a rule, active = well fitted curve in the direction sought with a large enough effect; inconclusive = small, poorly fitted or top-dose-only effect, or another doubt; inactive = no such curve, though single readings can be large; an effect the other way counts as inactive or inconclusive. Only part of the results is shown, so the mix of outcomes need not match the whole.

SMILES	CBFb-RUNX1 inh	aGal spleen mod	Tau fibril FP	TR SRC2 fluor cs	Epigenetic derep	NPSR antagonist	TRb SRC2 PPI	Tau fluor counter
Cc1cccc(OCC(=O)N2CCC(N3CCCCCC3)CC2)c1	-3%	1%	-4%	1%	-2.4%	?	1%	-4%
COC(Cc1nnc(SC)n1-c1ccccc1)OC	7%	11%	-11%	2%	2.4%	0%[46.1 µM]	-2%	1%
Cc1[nH][nH]c(=O)c1C(c1ccc(-c2ccc(Cl)c(Cl)c2)o1)c1c(C)[nH][nH]c1=O	-16%	-6%	?	-3%	3.7%	-6%[46.1 µM]	14µM*	?
O=[N+]([O-])c1ccc(OCCOc2ccccc2/C=N/n2cnnc2)cc1	-5%	11%	-3%	-2%	-1.9%[10.1 µM]	19%	1%	-5%
COc1ccc(-c2nc(CS(=O)CC(=O)NCCCN3CCCC3)c(C)o2)cc1OC (stereo unspecified)	-2%	3%	0%	-2%	-0.9%	?	8%	1%
Cc1coc2cc3oc(=O)c4c(c3cc12)CCCC4	14%	6%	-13%	-1%	0.9%	-9%[46.1 µM]	-20%	-8%
C[C@H]1COc2c(N3CCN(C)CC3)c(F)cc3c(=O)c(C(=O)NCc4ccco4)cn1c23	-12%	8%	-6%	-1%	-0.1%	.	4%	-5%
Cc1nnc(N2CCC(C(=O)NCc3ccc(F)cc3)CC2)c2nn(-c3ccc(Cl)cc3)c(C)c12	.	.	-13%	-2%	2.5%	.	2%	-8%
Cc1sc(Nc2ccc([N+](=O)[O-])cc2)nc1-c1c(C)n(C)n(-c2ccccc2)c1=O	-1%	10%	11%	2%	0.0%	-24%[46.1 µM]	-1%	-19%
Cc1ccccc1Cn1c(=O)n(CC2CCC(C(=O)N3CCC(C)CC3)CC2)c(=O)c2sccc21 (stereo unspecified)	.	.	0%	-5%	1.5%	.	3%	-10%
COc1ccccc1CNc1ncnc2c1nnn2Cc1ccccc1	3%	-1%	-9%	-4%	0.0%	-27%[46.1 µM]	3%	-20%
CCCc1cc(=O)n2[nH]c(C)cc2n1	9%	7%	2%	-2%	0.0%	5%[46.1 µM]	-16%	3%
O=C(C[n+]1ccc2ccccc2c1)c1cccc2ccccc12	-11%	-8%	0%	-3%	-0.1%	-17%	3%	-9%
O=C(c1ccco1)N1CCN(Cc2nc3ccc([N+](=O)[O-])cc3c(=O)n2-c2ccccc2F)CC1	-5%	-1%	5%	-4%	1.0%	-14%[46.1 µM]	2%	-11%
O=c1c2c3c(sc2nc(NCCOCCO)n1Cc1ccco1)CCCCC3	-18%	8%	11%	-1%	-1.7%	-30%	4%	-27%
CCOC(=O)c1cnn(-c2nc(-c3ccc(F)cc3)cs2)c1C(F)(F)F	16%	-3%	-11%	2%	-1.1%	-16%[46.1 µM]	2%	-8%
CC(c1nc2ccccc2c(=O)[nH]1)N1CCN(C)CC1 (stereo unspecified)	0%	8%	?	-1%	-1.0%	9%[46.1 µM]	-11%	-12%
CCCC1CC(CSc2ncn[nH]2)OC1=O (stereo unspecified)	10%	1%	-3%	-1%	-6.9%	-2%	-4%	9%
C/C=C(\C)C(=O)C[Si](C)(C)c1ccccc1	-1%	-8%	?	-2%	-0.3%	.	6%	2%
CCCCCCCCCCCC(=O)N1CC(=O)NC(=O)C1	4%	-23%	11%	0%	4.8%	-9%	5%	-5%
Cc1cccc(Cn2c(-c3cccs3)nc3ccccc32)c1	.	.	-10%	3%	1.0%	.	-6%	-16%
NC(=O)CSc1nnc(-c2ccc(S(=O)(=O)N3CCCC3)cc2)n1Cc1ccco1	-3%	-13%	-6%	0%	0.9%	-8%[46.1 µM]	5%	6%
COc1ccc(NC(=O)C2CCN(c3ccc(Sc4ccc(C)cc4)nn3)CC2)c(OC)c1	.	.	-1%	2%	-0.1%	.	-6%	-8%
COc1ccc(CC(=O)Nc2cc(C)on2)cc1OC	2%	-2%	-4%	-4%	6.4%	3%[46.1 µM]	-9%	-5%
N#Cc1c(C#N)c(O)c2ccccc2c1O	1%	7%	?	-1%	1.1%	-9%	4%	-26%

Random excerpt: 3 records from the list
SMILES	CBFb-RUNX1 inh	aGal spleen mod	Tau fibril FP	TR SRC2 fluor cs	Epigenetic derep	NPSR antagonist	TRb SRC2 PPI	Tau fluor counter
CCCc1cc(=O)n2[nH]c(C)cc2n1	9%	7%	2%	-2%	0.0%	5%[46.1 µM]	-16%	3%
CCCCCCCCCCCC(=O)N1CC(=O)NC(=O)C1	4%	-23%	11%	0%	4.8%	-9%	5%	-5%
Cc1cccc(Cn2c(-c3cccs3)nc3ccccc32)c1	.	.	-10%	3%	1.0%	.	-6%	-16%

Remaining list, next part
SMILES	CBFb-RUNX1 inh	aGal spleen mod	Tau fibril FP	TR SRC2 fluor cs	Epigenetic derep	NPSR antagonist	TRb SRC2 PPI	Tau fluor counter
Cc1ccc2nc(NC(=O)CSCc3ccccc3)sc2c1	5%	-11%	-7%	0%	2.5%	-2%[46.1 µM]	5%	-3%
COc1ccc(C2/C=C\CN(C(=O)Oc3ccc(C(F)(F)F)cc3)CC(=O)N2Cc2ccc(F)cc2)cc1 (stereo unspecified)	17%&6%	8%&3%	12%	-2%&1%	-1.1%	-51%	8%&-2%	0%
CN(C(=O)COc1cc(=O)n(C)c2ccccc12)c1ccc(Cl)cc1	-1%	2%	-1%	-1%	-2.4%	-15%[46.1 µM]	4%	-10%
CC1=C(C(=O)Nc2ccc(C)cc2)C(c2ccc(N(C)C)cc2)NC(=O)N1 (stereo unspecified)	-14%	2%	8%	-2%	-1.0%	8%	-15%	-3%
CCCCC/C=C\C[C@@H](O)/C=C/C=C/C=C\[C@@H](O)CCCC(=O)O	14%	-15%	-2%	-1%	0.0%	.	-6%	4%
CCCC1C(C(=O)OCC)=C(C)NC(C)=C1C(=O)OCC	16%	6%	11%	1%	0.0%	-27%[46.1 µM]	12%	-22%
N#C/C(=C\c1cc(Br)c(O)c(Br)c1)c1nc2ccccc2c(=O)[nH]1	.	.	-3%	-4%	5.6%	.	2%	?
COC(=O)NCCOc1nc(N(C)C)nc(N(C)C)n1	1%	-3%	5%	-7%	0.0%	3%[46.1 µM]	8%	-5%
O=C(/C=C/c1cccs1)N1CCC2(CC1)Oc1ccc(Cl)cc1C(=O)C21CC(c2cccnc2)=NO1 (stereo unspecified)	-13%	5%	5%	-1%	-0.4%	-15%	-2%	4%
COc1ccc(C2/C=C\CN(Cc3ccc(N(C)C)cc3)CC(=O)N2Cc2ccc(F)cc2)cc1 (stereo unspecified)	?	4%	4%	0%	-0.4%	-22%	3%	?
Cc1ccc(CSCCC(=O)NCCc2ccc(Cl)cc2)cc1	10%	6%	-10%	-13%	0.0%	-11%[46.1 µM]	-1%	-9%
O=C(c1cc2c(Cl)nc3ccccc3c2s1)N1CCCCC1	.	.	-2%	-4%	-1.1%	.	0%	-11%
Cc1cccc(C(=O)Nc2nnc(S(=O)(=O)N3CCOCC3)s2)c1	.	.	5%	4%	0.0%	.	-5%	-26%
COc1ccc(NC(=O)C(NC(=O)Cc2cccs2)c2ccc(C)cc2)cc1 (stereo unspecified)	5%	9%	-14%	-1%	5.0%	30%	-2%	5%
Cc1cc(OC2CCCCC2)nc(-c2ccccc2O)n1	12%	9%	-18%	2%	-0.1%	8%[46.1 µM]	-1%	-13%
CN(C)/C=c1\sc2c(C#N)cc(C(=O)c3ccc(Br)cc3)n2c1=O	10%	0%	1%	-3%	1.8%	-21%[46.1 µM]	-4%	-3%
CN1CCN(C(=O)c2ccc3c(c2)N(Cc2ccc(C(F)(F)F)cc2)C(=O)c2ccccc2S3)CC1	.	.	6%	-2%	2.6%	.	0%	-15%
CN(C)S(=O)(=O)c1cccc(NC(=S)N(CCC#N)Cc2cccnc2)c1	-1%	6%	6%	-3%	0.0%	7%	1%	4%
Cc1cc(NC(=O)COc2ccc(Cl)cc2Cl)n(-c2ccccc2)n1	0%	0%	?	-3%	-1.2%	-16%[46.1 µM]	-11%	-3%
N#CC1=C(N)Oc2c(oc(CO)cc2=O)C12C(=O)Nc1ccc(Cl)cc12 (stereo unspecified)	-8%	-8%	-3%	-1%	-0.7%	7%[46.1 µM]	0%	0%
CCCOC(=O)N1CCN(/[N+]([O-])=N/Oc2ccc([N+](=O)[O-])cc2[N+](=O)[O-])CC1	-10%	-5%	.	-3%	.	.	-4%	.
FC(F)Sc1ccc(Nc2ncnc3nc[nH]c23)cc1	3%	4%	-10%	-1%	-0.1%	-2%	14%	-22%
O=C(NCCc1ccc(Cl)cc1)C1CCN(c2ncccn2)CC1	6%	22%	7%	-2%	7.8%	10%	1%	9%
Cc1ccc(S(=O)(=O)NNC(=O)Nc2cccc3ccccc23)cc1	9%	2%	-5%	-3%	-0.9%	-3%	-1%	-1%
CCn1c(C2CCN(Cc3ccccc3)CC2)n[nH]c1=S	1%	-6%	0%	3%	0.0%	7%	-6%	1%

Next compounds.
SMILES	CBFb-RUNX1 inh	aGal spleen mod	Tau fibril FP	TR SRC2 fluor cs	Epigenetic derep	NPSR antagonist	TRb SRC2 PPI	Tau fluor counter
O=C(CCN1CCCCC1)c1ccccc1	14%	-1%	8%	4%	-1.2%	-10%[46.1 µM]	-19%	3%
COCCN1CCN(Cc2ccc(C(=O)NC(C)C)cc2)C(=O)C1=O	.	.	-13%	-2%	-0.9%	.	2%	0%
Cc1ccc(S(=O)(=O)c2nnn3c2nc(N2CCCC2)c2sccc23)cc1C	.	.	-2%	-2%	-0.1%	.	4%	-7%
COc1ccc(CN2CCc3ccccc3C2)c(OC)c1OC	-7%	-4%	2%	0%	1.5%	-10%[46.1 µM]	-9%	-5%
CCc1ccc(-c2nn[nH]n2)cc1	5%	9%	3%	-2%	-1.0%	-2%[46.1 µM]	-1%	5%
c1ccc2c(c1)ncn2CCOCCOCCn1cnc2ccccc21	-2%	7%	7%	0%	-1.0%	4%	14%	12%
CCN(C(=O)Cn1nc(Cc2ccncc2)c2ccccc2c1=O)c1ccc(OC)cc1	.	.	-6%	-1%	3.3%	.	0%	-8%
